# Yeast life ext: yeast lifespan extension; S. cerevisiae growth with nicotinamide, OD615; deaD strain in restrictive glucose medium; inhibition of the nicotinamide effect, % at 10 µM; AID 775; hit rate 0.68% among 130,000;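 active = inhibition above a set limit, placed 3 SD over the median of all compounds, cut at about 26% in these data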;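 also: 0% = nicotinamide-treated wells and 100% = cells grown without nicotinamide; some compounds called inactive have numbers as strong as hits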
#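 Test system – modified budding yeast, DeaD strain · Compound – single dose 10 µM compound, 0.25% DMSO · Times – culture preincubation 4 h, compound exposure 48 h, both 30 °C · Detection – optical density (absorbance) at 615 nm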
# E-sel TNF inh: TNF alpha driven E-selectin expression inhibition. HUVEC TNFa-induced E-selectin immunofluorescence, high content. inhibition, % at 2 µM. hit rate 0.71% among 120,000. AID 1246;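 active = inhibition above the batch mean plus 3 SD, and confirmed as a hit on visual image review, cut at about 43% in these data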;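 also: 0% = TNF-stimulated DMSO wells and 100% = unstimulated control wells; not every result past the cut was called active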
# Phagocyt inh: blocks phagocytosis by macrophages; hit rate 0.07% among 110,000; AID 1029; inhibition, % at 5 µM; J774A.1 macrophage IgG-bead phagocytosis, imaging;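 active = inhibition above the mean of the plate negative controls plus 5 SD, cut at about 13% in these data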;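 also: phagocytic index as fraction of beads internalized from green versus red external bead signal; plate controls were DMSO negative control for no effect and cytochalasin-D positive control for full effect; some results beyond the cut were filed as inactive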
# Measles CPE: protection of cells from measles virus | protection (pct of control), % at 4 µM | hit rate 1.5% among 140,000 | Measles virus-infected cells, CPE protection, absorbance; in the data active = protection mostly above about 24%, no sharp cut-off; inactive = mostly below about 26%; also: some compounds called inactive have numbers as strong as hits
# MRP-1 activ: MRP-1 activation. H69AR cells + doxorubicin, viability rescue, CellTiter-Glo. viability increase, % at 10 µM. hit rate 0.61% among 140,000. AID 799;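 active = viability gain under doxorubicin at or above a set limit, the compound median plus 3 SD, cut at about 4.7% in these data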;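 also: MRP-1 overexpressing cells given doxorubicin 25 µM after compound pretreatment; 18-22 h compound pretreatment then 72 h with doxorubicin before readout; 0% = doxorubicin-only wells and 100% = vehicle-treated cells without doxorubicin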
# Yeast growth inh: yeast BB579 growth reduction in restrictive medium; S. cerevisiae BB579 growth, OD615, 48 h; inhibition, % at 10 µM; hit rate 0.51% among 140,000; AID 804;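 active = inhibition above a set limit, 3 SD over the mean compound inhibition, cut at about 44% in these data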; also: inactives centre near -24
#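 test system = yeast BB579 (DeaD) | buffer or medium = restrictive CSMM-D medium | doses = single compound dose of 10 µM, 0.25% DMSO final | times = 4 h preincubation and 48 h exposure at 30 °C | technique = culture absorbance at 615 nm | benchmarks = amphotericin B 10 µg/mL, positive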
# PTEN del growth: suppresses growth of cells with PTEN deletion; viability, % at 10 µM; HCT116 PTEN-null viability, CellTiter-Glo, 60 h; stronger effect = lower value; AID 827; hit rate 1.2% among 140,000;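 active = viability at or below a set limit, 4 SD under the median of all tested compounds, cut at about 3.7% in these data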;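 also: PTEN knockout HCT116 line with beta catenin targeted HCT116 as companion control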
# GALR2 blocker: blocks the human galanin receptor 2; O43603; GALR2-expressing cells, antagonist mode; inhibition, % at 4 µM; hit rate 0.39% among 140,000; in the data active = inhibition above about 27%;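 also: cells stimulated with galanin 1-16 at roughly its EC80; 0% = agonist challenge control and 100% = basal control without agonist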
# Target sequence (O43603 whole entry, looked up): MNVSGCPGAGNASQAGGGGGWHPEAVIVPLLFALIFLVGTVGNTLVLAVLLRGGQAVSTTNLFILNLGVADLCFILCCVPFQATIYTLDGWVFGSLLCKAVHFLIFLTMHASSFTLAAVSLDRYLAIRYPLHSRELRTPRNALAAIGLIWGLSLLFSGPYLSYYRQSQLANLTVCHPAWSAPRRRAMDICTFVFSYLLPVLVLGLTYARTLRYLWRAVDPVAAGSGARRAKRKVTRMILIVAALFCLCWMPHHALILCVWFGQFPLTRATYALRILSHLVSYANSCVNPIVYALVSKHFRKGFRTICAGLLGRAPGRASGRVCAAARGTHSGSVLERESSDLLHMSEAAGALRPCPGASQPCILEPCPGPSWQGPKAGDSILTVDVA
# NPY-Y2 antag: NPY-Y2 (human) receptor antagonism; P49146; NPY-Y2 expressing cells, antagonist mode; inhibition, % at 2.7 µM; hit rate 0.99% among 140,000; AID 793; in the data active = inhibition above about 17%;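 also: 0% = vehicle with agonist challenge and 100% = reference antagonist with challenge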
# Target sequence (P49146 whole entry, looked up): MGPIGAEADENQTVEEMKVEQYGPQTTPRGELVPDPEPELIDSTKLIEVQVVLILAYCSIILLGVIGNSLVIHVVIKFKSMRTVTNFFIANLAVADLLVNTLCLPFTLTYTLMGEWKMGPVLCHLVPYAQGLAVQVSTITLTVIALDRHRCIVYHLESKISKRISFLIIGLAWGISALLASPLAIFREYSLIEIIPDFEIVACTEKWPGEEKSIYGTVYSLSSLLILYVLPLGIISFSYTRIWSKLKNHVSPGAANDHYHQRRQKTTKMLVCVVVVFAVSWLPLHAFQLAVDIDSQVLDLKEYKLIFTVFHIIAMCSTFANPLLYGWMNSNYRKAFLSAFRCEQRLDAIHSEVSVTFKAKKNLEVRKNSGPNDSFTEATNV
# bCat KO growth: beta-catenin-lacking colon tumor cell growth suppression | HCT116 beta-catenin knockout viability, CellTiter-Glo, 60 h; stronger effect = lower value | viability, % at 10 µM | hit rate 1.5% among 140,000;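 active = viability at or under a set limit, the compound median less 4 SD, cut at about 6% in these data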;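 also: 0% = Hyamine 1622 control at 20 µM and 100% = untreated cell control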
# An asterisk follows results filed as active; nt = not tested or not shown.
1. CCc1ccccc1N1CSC2=C(C#N)C(c3cc(OC)c(OC)cc3OC)CC(=O)N2C1 (configuration not stated)
2. COc1ccccc1NC(=O)c1cccc(NC(=O)c2ccco2)c1
3. COc1cccc(/C=N/n2c(N)c(S(=O)(=O)c3cccs3)c3nc4ccccc4nc32)c1OC
4. COc1cc(CC(=O)OC2CCOC2=O)cc(OC)c1OC (configuration not stated)
5. O=c1cc(N2CCc3ccccc3C2)[nH]c(=O)n1-c1ccc(Cl)cc1
compound no.	1	2	3	4	5
Yeast life ext	-14	-26	-12	-12	-4
E-sel TNF inh	-11	28	27	2	nt
Phagocyt inh	0	0	-1	nt	-1
Measles CPE	8	18	20	25	10
MRP-1 activ	-1.0	1.9	-6.0	-2.2	-1.7
Yeast growth inh	-40	-31	-5	-18	-30
PTEN del growth	78	86	2.8*	102	96
GALR2 blocker	-16	15	-23	-3	-6
NPY-Y2 antag	0	-1	-1	4	0
bCat KO growth	80	82	2.1*	102	87

6. O=C1CC(N2CCN(c3ccc(S(=O)(=O)N4CCOCC4)cc3)CC2)C(=O)N1Cc1ccccc1 (configuration not stated)
7. COc1cc(C2C(C#N)=C(N)Oc3n[nH]c(C)c32)ccc1OC(=O)c1ccccc1 (configuration not stated)
8. C=C(c1ccc(O)cc1)c1ccc(O)cc1
9. O=C(COc1ccccc1C(=O)c1cnn(-c2ccccc2)c1)Nc1ccccc1
10. O=C(CN1C(=O)NC2(CCCCCC2)C1=O)Nc1ccc(S(=O)(=O)N2CCOCC2)cc1
compound no.	6	7	8	9	10
Yeast life ext	-14	-3	-27	-7	-7
E-sel TNF inh	-14	28	-8	-2	36
Phagocyt inh	-1	0	-1	-4	-1
Measles CPE	9	16	2	36	14
MRP-1 activ	-1.4	-1.7	-4.1	-2.3	-2.2
Yeast growth inh	-49	-36	-52	-10	-28
PTEN del growth	96	66	56	81	94
GALR2 blocker	-2	-9	12	-3	-3
NPY-Y2 antag	3	1	3	7	-3
bCat KO growth	89	73	67	80	99

11. Cc1ccccc1NC(=O)CSC(N)=O
12. COc1ccc(C(=O)COC(=O)CCN2C(=O)[C@@H]3[C@H](C2=O)[C@@H]2C[C@H]3C(Br)C2Br)cc1 (some centres not stated)
13. CN1C(=O)c2ccccc2C(C(=O)NCCCN2CCCC2=O)C1c1c[nH]c2ccccc12 (configuration not stated)
14. Brc1ccc(-c2cn3cccnc3n2)cc1
15. COc1cc(C(=O)NCc2ccc(C)cc2)ccc1OC(F)F
compound no.	11	12	13	14	15
Yeast life ext	7	3	11	-27	-2
E-sel TNF inh	nt	nt	23	-9	17
Phagocyt inh	1	-11	-1	2	-2
Measles CPE	7	3	5	4	4
MRP-1 activ	-1.0	-2.1	-0.5	0.0	-0.8
Yeast growth inh	-71	-4	-52	22	-9
PTEN del growth	104	91	103	108	92
GALR2 blocker	-3	1	-8	-6	0
NPY-Y2 antag	-4	-1	4	1	3
bCat KO growth	98	87	89	98	97

16. Fc1ccc(CNC(=S)Nc2cccc(Cl)c2)cc1
17. CCC(C)n1ncn(-c2ccc(N3CCN(c4ccc(OC)cc4)CC3)cc2)c1=O (configuration not stated)
18. CNc1cc(-n2nc(C)cc2-c2ccccc2)ncn1
19. CCCCC(=O)C1=C(N2CCCC2)CC(C)(C)CC1=O
20. COc1ccccc1NC(=O)c1nn(-c2ccc(OC(F)(F)F)cc2)ccc1=O
compound no.	16	17	18	19	20
Yeast life ext	-2	0	-17	nt	-5
E-sel TNF inh	nt	nt	-3	-10	-37
Phagocyt inh	-3	10	1	nt	0
Measles CPE	9	40	8	16	6
MRP-1 activ	-5.4	-3.3	-1.2	-1.0	-1.9
Yeast growth inh	-19	-27	11	-28	-42
PTEN del growth	81	95	92	91	36
GALR2 blocker	5	-13	20	-10	-6
NPY-Y2 antag	0	0	1	-1	0
bCat KO growth	53	93	99	90	56

21. CCOc1ccccc1CN(Cc1ccco1)S(=O)(=O)c1ccc(-n2cnnn2)c(OC)c1
22. Cc1nn(C)cc1CNC(=O)Nc1ccc(Cl)cc1
23. Clc1ccc2nc(CSc3nncn3-c3ccccc3)cn2c1
24. COc1ccccc1Cn1c(CCCO)nc2ccccc21
25. O=C(CNC(=O)c1ccco1)OCc1ccc(C(=O)Oc2ccccc2)cc1
compound no.	21	22	23	24	25
Yeast life ext	10	nt	0	-6	-20
E-sel TNF inh	10	-23	7	-9	nt
Phagocyt inh	-4	nt	-1	-1	0
Measles CPE	7	8	1	5	4
MRP-1 activ	-1.9	-1.4	-2.5	-2.6	-0.4
Yeast growth inh	-35	-8	-5	-23	-57
PTEN del growth	25	93	102	88	70
GALR2 blocker	5	4	-6	4	-8
NPY-Y2 antag	18*	1	1	7	0
bCat KO growth	33	98	96	79	70

26. COCCn1cc(C(=O)N2CCC(C)CC2)c2c3ccccc3n(C)c2c1=O
27. CCOC(=O)c1c(C)[nH]c(C)c1C(=O)COC(=O)c1cccc(S(=O)(=O)NC)c1
28. Cc1cccc(NC(=O)C(C)N2C(=O)C3C4CC(C(Br)C4Br)C3C2=O)c1 (configuration not stated)
29. NC(=O)c1ncc(C(F)(F)F)cc1Oc1cccc(F)c1
30. Cc1ccc(C(=O)Nc2ccccc2C(=O)N2CCCC2)cc1[N+](=O)[O-]
compound no.	26	27	28	29	30
Yeast life ext	-22	-4	-22	-6	-1
E-sel TNF inh	-18	-8	-29	-3	-42
Phagocyt inh	-2	3	nt	-2	-1
Measles CPE	4	4	4	13	11
MRP-1 activ	-1.9	-4.2	-2.8	0.5	-2.1
Yeast growth inh	-7	-22	-25	-55	8
PTEN del growth	96	83	88	94	98
GALR2 blocker	5	-1	-10	1	1
NPY-Y2 antag	3	0	-1	1	0
bCat KO growth	98	83	111	103	88

# Rewritten with two lines to a compound: part of the list above.
# Screens in order: Yeast life ext, E-sel TNF inh, Phagocyt inh, Measles CPE, MRP-1 activ, Yeast growth inh, PTEN del growth, GALR2 blocker, NPY-Y2 antag, bCat KO growth
28) Cc1cccc(NC(=O)C(C)N2C(=O)C3C4CC(C(Br)C4Br)C3C2=O)c1 (configuration not stated)
  -22, -29, nt, 4, -2.8, -25, 88, -10, -1, 111
29) NC(=O)c1ncc(C(F)(F)F)cc1Oc1cccc(F)c1
  -6, -3, -2, 13, 0.5, -55, 94, 1, 1, 103
30) Cc1ccc(C(=O)Nc2ccccc2C(=O)N2CCCC2)cc1[N+](=O)[O-]
  -1, -42, -1, 11, -2.1, 8, 98, 1, 0, 88

# Random excerpt: four entries already listed, in no set order.
29. NC(=O)c1ncc(C(F)(F)F)cc1Oc1cccc(F)c1
27. CCOC(=O)c1c(C)[nH]c(C)c1C(=O)COC(=O)c1cccc(S(=O)(=O)NC)c1
30. Cc1ccc(C(=O)Nc2ccccc2C(=O)N2CCCC2)cc1[N+](=O)[O-]
28. Cc1cccc(NC(=O)C(C)N2C(=O)C3C4CC(C(Br)C4Br)C3C2=O)c1 (configuration not stated)
compound no.	29	27	30	28
Yeast life ext	-6	-4	-1	-22
E-sel TNF inh	-3	-8	-42	-29
Phagocyt inh	-2	3	-1	nt
Measles CPE	13	4	11	4
MRP-1 activ	0.5	-4.2	-2.1	-2.8
Yeast growth inh	-55	-22	8	-25
PTEN del growth	94	83	98	88
GALR2 blocker	1	-1	1	-10
NPY-Y2 antag	1	0	0	-1
bCat KO growth	103	83	88	111

# Continuation.
31. Nc1c2c(nc3ccccc13)N(C1CCCCC1)CC2
32. CC(=O)OC1CC(C)(C)N(OC(=O)c2ccccc2)C(C)(C)C1
33. CCC(C)NC(=O)c1cc(Sc2nnc(C)s2)nc2ccccc12 (configuration not stated)
34. Cc1nc(SCN2C(=O)c3ccccc3C2=O)n[nH]1
35. Cc1ccc(SCc2nc3ccccc3[nH]2)cc1
compound no.	31	32	33	34	35
Yeast life ext	-8	-4	0	-4	-15
E-sel TNF inh	nt	nt	nt	-6	-12
Phagocyt inh	0	-4	-5	nt	nt
Measles CPE	9	0	5	14	6
MRP-1 activ	-5.0	-2.8	-3.7	-0.7	-1.4
Yeast growth inh	-19	-11	-25	-5	-43
PTEN del growth	46	70	87	93	61
GALR2 blocker	nt	1	-1	-7	4
NPY-Y2 antag	nt	3	6	0	0
bCat KO growth	53	67	96	94	45

36. O=C(Cc1ccccc1)NCC(=O)OCC(=O)c1ccc([N+](=O)[O-])cc1
37. Cc1cc(C2=NNC(=NC3CC3)SC2)c(C)n1Cc1ccco1
38. Cc1ccc(C(=O)N(Cc2nc(-c3ccc(C)cc3)no2)C(C)C)cc1
39. C=C1N(c2ccccc2)C(=O)OC1(C)C
40. Cc1ccc(S(=O)(=O)c2ccc(Cl)cc2)cc1S(=O)(=O)N(C)CC(=O)O
compound no.	36	37	38	39	40
Yeast life ext	-4	-2	-3	-2	1
E-sel TNF inh	nt	-3	nt	10	nt
Phagocyt inh	-5	-2	-1	-11	-5
Measles CPE	10	1	23	22	14
MRP-1 activ	0.2	-5.0	-1.0	0.6	-2.5
Yeast growth inh	-19	5	-44	6	-26
PTEN del growth	97	49	94	97	93
GALR2 blocker	2	-2	2	-6	-7
NPY-Y2 antag	5	3	11	2	2
bCat KO growth	94	28	90	92	97

41. CN(C)/C=N/c1cc(=O)n(C)c(=O)n1Cc1ccccc1
42. COc1ccc(C(CC(=O)O)NS(=O)(=O)c2ccc(C)cc2)cc1 (configuration not stated)
43. Cc1ccc(-c2nnc3sc(CCc4ccccc4)nn23)cc1
44. CCOCCCNC(=O)C1CCC(CNS(=O)(=O)c2ccc(F)cc2)CC1 (configuration not stated)
45. O=C(C1CC1)N1CCc2cc(Br)cc(S(=O)(=O)NCC3COc4ccccc4O3)c21 (configuration not stated)
compound no.	41	42	43	44	45
Yeast life ext	7	-11	-8	-5	-10
E-sel TNF inh	-17	7	-41	nt	-31
Phagocyt inh	nt	-1	5	0	-3
Measles CPE	3	22	6	15	4
MRP-1 activ	-1.0	-1.3	-1.9	-1.9	-1.4
Yeast growth inh	-21	-22	-75	-48	-44
PTEN del growth	89	92	112	95	58
GALR2 blocker	2	1	-1	1	5
NPY-Y2 antag	0	2	4	3	14
bCat KO growth	87	99	105	96	61

# Filtered by structure: the entries above with a cyano group.
1. CCc1ccccc1N1CSC2=C(C#N)C(c3cc(OC)c(OC)cc3OC)CC(=O)N2C1 (configuration not stated)
7. COc1cc(C2C(C#N)=C(N)Oc3n[nH]c(C)c32)ccc1OC(=O)c1ccccc1 (configuration not stated)
compound no.	1	7
Yeast life ext	-14	-3
E-sel TNF inh	-11	28
Phagocyt inh	0	0
Measles CPE	8	16
MRP-1 activ	-1.0	-1.7
Yeast growth inh	-40	-36
PTEN del growth	78	66
GALR2 blocker	-16	-9
NPY-Y2 antag	0	1
bCat KO growth	80	73
